Gli-Sufu block = blocks Gli-Sufu signaling in a luciferase reporter; Sufu-KO-LIGHT fibroblasts, Gli luciferase reporter luminescence; inhibition, % at 5 µM; actives 0.74% (n = 340,000);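 active = inhibition above about 55%, limit read from the data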;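 also: 0% = DMSO-treated cells and 100% = wells with medium but no cells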
CXCR6 inh = blocks human CXCR6 beta-arrestin recruitment; CHO-K1 PathHunter CXCR6 beta-arrestin, luminescence; inhibition, % at 20 µM; actives 0.36% (n = 360,000); AID 602244; in the data active = inhibition above about 34%, passing the limit was not always enough;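 also: antagonist mode with CXCL16 agonist at 10 nM final; 0% = 10 nM CXCL16 with DMSO and 100% = unstimulated wells without agonist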
Target sequence (O00574 whole entry, looked up): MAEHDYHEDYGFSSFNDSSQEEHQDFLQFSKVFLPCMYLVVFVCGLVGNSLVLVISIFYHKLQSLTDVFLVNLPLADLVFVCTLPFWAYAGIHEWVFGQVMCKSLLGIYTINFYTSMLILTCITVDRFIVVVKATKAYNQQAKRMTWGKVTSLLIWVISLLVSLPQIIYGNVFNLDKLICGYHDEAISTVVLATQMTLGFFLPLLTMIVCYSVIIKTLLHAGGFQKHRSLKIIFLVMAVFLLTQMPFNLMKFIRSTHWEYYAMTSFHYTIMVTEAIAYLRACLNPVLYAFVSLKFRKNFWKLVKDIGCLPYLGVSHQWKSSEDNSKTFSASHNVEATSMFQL
CCR6 antag = blocks CCL20-driven beta-arrestin recruitment at human CCR6 | CHO-K1 CCR6 PathHunter beta-arrestin, luminescence, CCL20-stimulated | inhibition, % at 20 µM | actives 0.49% (n = 340,000);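 active = compounds whose inhibition of the agonist-driven luminescence signal at 20 µM reaches about 50%, limit read from the data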;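 also: cells stimulated with CCL20 at 14 nM final; plate controls were DMSO with CCL20 for no effect and DMSO without agonist for full effect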
Target sequence (P51684 whole entry, looked up): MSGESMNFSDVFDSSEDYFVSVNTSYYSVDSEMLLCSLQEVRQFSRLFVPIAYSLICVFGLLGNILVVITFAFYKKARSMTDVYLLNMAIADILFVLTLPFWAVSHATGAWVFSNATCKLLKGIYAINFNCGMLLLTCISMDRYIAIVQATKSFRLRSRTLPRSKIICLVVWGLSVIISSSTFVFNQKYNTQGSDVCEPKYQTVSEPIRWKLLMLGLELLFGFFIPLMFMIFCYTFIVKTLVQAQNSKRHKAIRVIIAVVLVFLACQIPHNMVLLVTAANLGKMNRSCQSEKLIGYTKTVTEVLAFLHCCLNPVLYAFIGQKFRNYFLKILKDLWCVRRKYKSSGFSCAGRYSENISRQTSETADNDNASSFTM
EBI2 block = EBI2 (human) antagonism; P32249; EBI2 beta-arrestin recruitment, luminescence, 7a,25-OHC stimulated; inhibition, % at 5 µM; actives 0.81% (n = 360,000); in the data active = inhibition above about 38%;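 also: enzyme fragment complementation signal reports receptor beta-arrestin coupling in cells; 0% = agonist plus DMSO wells and 100% = wells without agonist; some results beyond the cut were filed as inactive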
Target sequence (P32249 whole entry, looked up, the tested form may be a part): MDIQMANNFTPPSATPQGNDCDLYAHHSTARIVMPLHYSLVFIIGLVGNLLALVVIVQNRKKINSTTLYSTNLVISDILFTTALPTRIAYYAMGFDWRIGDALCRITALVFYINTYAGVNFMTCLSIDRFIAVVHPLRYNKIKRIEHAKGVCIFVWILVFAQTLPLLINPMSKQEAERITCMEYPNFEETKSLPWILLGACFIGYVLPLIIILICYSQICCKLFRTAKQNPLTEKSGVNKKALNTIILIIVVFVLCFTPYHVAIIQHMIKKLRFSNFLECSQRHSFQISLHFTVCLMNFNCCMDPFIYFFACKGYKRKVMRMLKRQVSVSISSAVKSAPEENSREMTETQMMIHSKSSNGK
Jurkat NFkB inh = lowers PMA/ionomycin-induced NF-kB signal in Jurkat cells; PMA/ionomycin-induced NF-kB luciferase reporter, luminescence; inhibition, % at 4 µM; actives 0.53% (n = 330,000); AID 435003; in the data active = inhibition above about 50%
Mdm2 MdmX PPI = inhibitors of human Mdm2/MdmX interaction | O15151+Q00987 | inhibition, % at 8 µM | actives 3% (n = 330,000) | SaOS-2 split-luciferase Mdm2/MdmX complementation, luminescence;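 active = inhibition of at least 50% at 8 µM in the primary screen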
UPR CHOP act = activators of apoptotic arm of unfolded protein response (CHOP); CHO-CHOP luciferase reporter, UPR activation, luminescence; percent of tunicamycin response over DMSO baseline; activation, % at 10 µM; actives 0.34% (n = 330,000); AID 449763;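 active = at 10 µM dose, activation of 40% or more, normalized to positive control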;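 also: 100% = tunicamycin at 10 µg/mL and 0% = DMSO alone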
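Test system: CHO CHOP reporter cells. Input: 500 CHO-CHOP cells per well. Medium: F12 with 10% FBS. Technique: luciferase luminescence. Measure: percent activation relative to tunicamycin control. Dosing: 10 µM compound, 0.5% DMSO. Timing: 16-18 h cell attachment, then 6 h compound exposure, 37 °C.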
XBP1 UPR activ = activators of adaptive arm of unfolded protein response (XBP1). CHO-XBP1 luciferase reporter, IRE1-XBP1 UPR activation, luminescence; percent of tunicamycin response, DMSO as zero. activation, % at 20 µM. actives 0.33% (n = 330,000). AID 463104;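 active = versus positive control, 20 µM dose yields 30% or more activation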;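 also: 100% = tunicamycin at 10 µg/mL and 0% = DMSO only wells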
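incubation = overnight seeding at 37 °C, 6 h compound treatment at 37 °C | assay system = CHO-XBP1 cells stably carrying IRE1-XBP1-driven luciferase reporter | input = 1000 cells per well | detection = luciferase luminescence | dosing = single point, 20 µM final compound, 1% DMSO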
697 NFkB inh = inhibitors of the PMA/ionomycin-induced NF-kB reporter in 697 B cells; inhibition, % at 4 µM; 697 B-cell NF-kB luciferase reporter, 16 h; actives 0.33% (n = 330,000); in the data active = inhibition above about 35%
* = called active by the depositor; x = not tested or not shown.

SMILES	Gli-Sufu block	CXCR6 inh	CCR6 antag	EBI2 block	Jurkat NFkB inh	Mdm2 MdmX PPI	UPR CHOP act	XBP1 UPR activ	697 NFkB inh
Cc1noc(C)c1S(=O)(=O)N1CCCC(C(=O)NCC2CCCO2)C1 (stereo unspecified)	x	-7.8	0.8	-5.6	-7.1	-16.6	-0.3	-1.8	4.9
Cc1cc(C)c(C(N)=O)c(Nc2cccc(Cl)c2)n1	x	-10.1	4.1	-1.1	11.4	12.0	1.2	-2.0	-6.7
O=C(NCc1cccs1)C1CCCN1C(=O)Nc1ccccc1Cl (stereo unspecified)	18.8	-8.2	7.2	1.1	14.2	-7.6	-1.3	-2.0	4.3
COc1ccc(NCc2cc(=O)oc3cc(NC(C)=O)ccc23)cc1	5.1	-22.7	2.1	8.8	-8.6	11.9	-0.9	-1.5	4.1
CC(=O)c1ccc(NC(=O)C2CCCN(S(=O)(=O)c3ccc(-n4cnnn4)cc3)C2)cc1 (stereo unspecified)	-3.2	-4.7	11.3	-1.4	5.9	-11.2	1.8	1.2	21.2
COc1ccc(OC)c(NC(=O)CSc2nc3ccccc3c(=O)n2CCNC(C)=O)c1	-4.6	-9.0	-1.9	3.4	-13.7	17.5	-1.2	2.4	-13.0
CC(C)(C)NCc1ccccc1OCc1cccs1	-1.0	-1.9	8.8	3.6	16.2	15.9	-1.3	-1.1	-3.4
Cc1ccc(CNC(=O)[C@@H]2CCC(=O)N2Cc2ccco2)cc1	-1.1	2.7	-16.5	-2.0	-1.9	16.1	-1.0	0.1	29.1
CC(C/C=N/NC(=O)COc1cc(Cl)ccc1Cl)c1ccccc1 (stereo unspecified)	-10.3	-8.9	-5.5	-1.1	-9.9	18.5	0.7	-2.0	-14.4
COC(=O)c1sc(NC(=O)c2cc3c(s2)CCCC3)nc1C	-99.7	-3.2	12.7	-8.5	-88.9	-72.7	3.6	-0.4	-116.6
COc1ccc(S(=O)(=O)N2c3ccccc3OCC2C(C)(C)C)cc1 (stereo unspecified)	-1.1	9.1	-1.7	-3.3	4.4	57.8*	0.2	-2.5	-14.3
CN(C)c1ncnc2c1C(c1ccccc1)C(C)(C)O2 (stereo unspecified)	-35.1	5.5	3.7	9.5	x	x	x	x	x

Copied from the listing, 5 compounds:
SMILES	Gli-Sufu block	CXCR6 inh	CCR6 antag	EBI2 block	Jurkat NFkB inh	Mdm2 MdmX PPI	UPR CHOP act	XBP1 UPR activ	697 NFkB inh
CC(C)(C)NCc1ccccc1OCc1cccs1	-1.0	-1.9	8.8	3.6	16.2	15.9	-1.3	-1.1	-3.4
Cc1ccc(CNC(=O)[C@@H]2CCC(=O)N2Cc2ccco2)cc1	-1.1	2.7	-16.5	-2.0	-1.9	16.1	-1.0	0.1	29.1
CC(C/C=N/NC(=O)COc1cc(Cl)ccc1Cl)c1ccccc1 (stereo unspecified)	-10.3	-8.9	-5.5	-1.1	-9.9	18.5	0.7	-2.0	-14.4
COC(=O)c1sc(NC(=O)c2cc3c(s2)CCCC3)nc1C	-99.7	-3.2	12.7	-8.5	-88.9	-72.7	3.6	-0.4	-116.6
COc1ccc(S(=O)(=O)N2c3ccccc3OCC2C(C)(C)C)cc1 (stereo unspecified)	-1.1	9.1	-1.7	-3.3	4.4	57.8*	0.2	-2.5	-14.3

Continuation:
SMILES	Gli-Sufu block	CXCR6 inh	CCR6 antag	EBI2 block	Jurkat NFkB inh	Mdm2 MdmX PPI	UPR CHOP act	XBP1 UPR activ	697 NFkB inh
CCN(CC(=O)Nc1ccccc1OC)C(=O)C1CC2C=CC1C2 (stereo unspecified)	4.8	-1.6	5.7	-0.1	7.0	-4.4	2.4	-0.8	-10.8
O=C(CSc1nnc(-c2ccccc2)o1)NC(=O)Cc1ccccc1	-2.1	-3.0	5.3	-15.5	11.9	-1.9	0.4	-1.8	-1.3
COc1ccc(CNC(=O)/C(C#N)=C/c2cccc(OC)c2OC)cc1	-2.7	-10.5	-7.7	17.1	6.8	38.9	3.2	36.8*	-1.9
CCOC(=O)C(C(=O)OCC)N(C#N)c1nc(C)cc(C)n1	1.7	-10.6	4.3	-9.0	6.5	-14.1	-1.5	-0.5	6.7
C=C(C)CN(CC)C(=O)CC1C(=O)NCCN1Cc1c(F)cccc1Cl (stereo unspecified)	5.2	6.4	-15.5	8.1	-14.9	-27.4	2.7	3.9	20.1
COc1cccc(CC(=O)N2CCC(CCC(=O)Nc3cccc(OC)c3)CC2)c1	4.3	0.2	15.9	-3.4	27.5	-9.6	1.6	-3.6	-3.9
O=C1CCNc2c(Cl)cccc21	-1.8	0.4	-15.4	0.6	6.3	15.8	1.6	2.0	10.7
CN(CC(=O)NCCc1ccc(S(N)(=O)=O)cc1)c1ccccc1	-4.6	2.4	2.3	-8.4	11.0	15.2	0.5	-3.6	3.6
CC(Cc1n[nH]c(=S)n1N)c1ccccc1 (stereo unspecified)	-3.4	-3.4	-1.9	-0.6	3.5	-15.0	3.1	-2.2	10.8
COc1cc(/C=N/OCC(=O)NC2CCCCC2)ccc1OCc1ccccc1	-31.4	-3.5	6.8	9.1	-14.9	-4.7	4.6	0.5	-44.2
Cc1c(F)cccc1NS(=O)(=O)c1ccccc1C#N	-0.5	1.3	-9.0	-7.2	10.0	14.2	-3.3	-1.8	13.2
CCOC(=O)CSc1nc(C)cc(=O)[nH]1	0.9	-3.4	-6.8	-6.5	-10.6	-5.1	-0.4	-1.9	14.7
COc1ccc(C(=O)NC(=S)Nc2ccccc2N2CCOCC2)cc1[N+](=O)[O-]	16.0	14.8	35.7	19.3	-1.2	24.0	-0.7	1.1	25.8
CCc1nn(CC(=O)NCCc2ccc(OC)cc2OC)c(=O)c2cc3occc3n12	-9.0	0.1	17.4	-6.3	12.3	31.3	1.6	-1.3	9.7
CCN(c1ccccc1)S(=O)(=O)c1ccc2ccccc2c1	7.0	4.2	14.3	14.2	-13.1	19.7	0.5	-5.1	-3.1
Cc1ccc(CSc2nnc3c(n2)OC2(Nc4ccccc4-3)C(=O)Nc3ccc(F)cc32)cc1 (stereo unspecified)	6.1	8.3	43.0	23.9	7.9	5.1	-1.0	-2.0	12.2
Cc1ccc(C)c(N(CC(=O)NCc2ccco2)C(=O)CNS(=O)(=O)c2ccc(F)cc2)c1	3.6	-9.1	11.5	-7.7	-4.4	-4.2	0.1	-7.0	-2.1
Cn1cnnc1SCC(=O)c1ccc2c(c1)NC(=O)CO2	1.8	-1.0	-0.2	-0.9	-0.8	-18.7	0.5	1.6	20.4
FC(F)(F)c1ccc(N2CCN(c3cc(-c4ccccc4)nc4ncnn34)CC2)nc1	57.2*	-18.7	-17.9	33.5	20.3	44.9	3.3	-4.9	-9.8
CCOc1ccccc1N/C(=N/c1nc(C)cc(C)n1)NC(=O)Nc1ccc(Cl)c(Cl)c1	x	x	x	x	11.8	6.0	-1.2	-1.0	-4.6
CC(C)(C)c1ccc(NC(=O)CSc2n[nH]c(=O)n2C2CC2)cc1	-1.0	5.4	-6.1	-0.1	-8.4	-4.6	0.3	0.4	-24.6
CSc1cccc(CN2CCC(CCC(=O)NC3CC3)CC2)c1	x	-14.1	5.2	9.4	-7.0	-29.6	-1.6	-0.3	9.1
Cc1ccc(S(=O)(=O)N2CCN(CC(=O)NC(=O)NCc3ccccc3)CC2)cc1C	-2.2	5.4	9.7	12.9	15.8	-1.0	2.0	-2.9	-8.1
CCN(CC)CCCN1C(=O)C(O)=C(C(=O)c2ccco2)C1c1ccc(OC(C)C)cc1 (stereo unspecified)	1.7	0.8	92.6*	-3.5	-6.3	3.1	2.0	-2.4	-24.9
O=c1oc(CCO)cc2ccc(-c3ccc4[nH]ccc4c3)cc12	-45.3	-2.3	4.8	4.0	-105.7	-37.3	6.9	16.6	-150.8
CCOC(=O)C(CCCCCCP(=O)(c1ccccc1)c1ccccc1)NC(C)=O (stereo unspecified)	2.0	-6.5	-0.6	-2.9	10.9	1.9	-0.1	1.1	1.2
Cc1ccc(CN2CC(C(=O)O)CC2=O)cc1 (stereo unspecified)	-30.3	-6.1	-2.3	-3.5	3.6	-17.4	-0.3	-0.8	11.5
O=C(Nc1cccc(-c2cn3cccnc3n2)c1)Nc1ccccc1F	0.9	-1.7	8.2	-12.4	2.5	30.5	0.5	1.1	10.2
CC(C)Cn1nc(C(=O)Nc2cccc(S(=O)(=O)N3CCCC3)c2)c2ccccc2c1=O	-6.0	10.8	23.4	-0.4	-1.8	2.5	-0.9	4.1	12.6
CC(C)=CC(=O)Nc1ccc(Br)cc1	-58.0	-1.5	-22.9	3.6	-97.3	-75.2	3.4	1.2	-148.5
COC(=O)c1c(C)[nH]c(C)c1C(C)=O	-2.1	3.8	4.1	-4.5	6.1	17.6	-1.6	-3.4	-1.3
Nn1cnnc1N/N=C/c1ccc(Cl)cc1Cl	1.8	-10.0	-7.4	-5.6	2.4	17.8	0.8	-2.5	4.5
CCCCNC(=O)c1cc(-c2ccc3c(c2)OCO3)on1	-68.4	4.8	8.8	4.0	-40.8	-63.7	0.7	-0.9	-23.8
O=C(Nc1ccnn1C1CCN(Cc2c(F)cccc2Cl)CC1)C1CCCC1	27.1	1.1	8.4	4.6	5.6	7.3	-0.7	-4.4	1.4
O=C(C1CCN(S(=O)(=O)c2ccc(Cl)cc2)CC1)N1CCC1	0.0	-7.6	9.6	-3.8	-0.5	-2.8	-0.4	1.8	6.3
CC(=O)COC(=O)c1cccc(N2C(=O)C3C4C=CC(C4)C3C2=O)c1 (stereo unspecified)	1.7	5.5	-11.7	-5.7	9.3	-5.3	-0.3	-3.7	7.1
O=C(CCS(=O)(=O)c1ccccc1)Nc1nncs1	-2.1	0.8	-8.9	-1.6	0.6	43.0	-0.1	-0.7	7.3
COc1ccc(CC(=O)OCC(=O)Nc2cccc(Cl)c2)cc1	-7.6	-0.9	-3.9	-3.2	-5.1	-14.5	0.2	-1.8	-8.8
COc1cccc(CNC(=O)CCCn2nc(C)c3c(C)n(-c4ccc(C)cc4)nc3c2=O)c1OC	-16.9	7.8	7.2	-5.0	26.7	14.1	0.7	2.7	8.3
CC(C)CCNCC1OCc2ccccc2CO1	-0.7	-6.8	0.9	-9.8	0.4	-2.3	0.7	1.3	-11.1
Cn1c(=O)[nH]c(=O)c2c1nc(NCCCO)n2Cc1ccc(F)cc1	1.8	-4.6	18.8	-6.1	-24.2	0.0	0.1	2.4	6.1
CCn1cc(CN2CCC(n3nccc3NC(=O)Cc3ccccc3)CC2)cn1	9.5	5.0	8.2	-2.5	3.1	-4.4	-1.1	-2.1	-15.9
NC(=O)c1ccc(CN2CCc3ccccc3C2)cc1	3.4	-8.2	2.9	1.5	-1.2	-1.9	1.1	-2.1	-4.6
COc1cccc(C(=O)COC(=O)C(C)N2C(=O)C3C4C=CC(C4)C3C2=O)c1 (stereo unspecified)	-0.1	-3.0	20.2	3.2	3.0	-4.6	1.3	-1.9	3.7
COc1cc(NC(=O)c2ccccc2)ccc1NC(=O)Cc1ccccc1	-5.1	-2.4	0.6	1.4	-7.2	-15.6	1.1	-1.6	-1.5
C[C@H](CO)N1C[C@H](C)[C@@H](CN(C)S(=O)(=O)c2cn(C)cn2)Oc2c(NC(=O)Nc3ccc4c(c3)OCO4)cccc2C1=O	-8.8	-1.2	4.7	1.2	3.5	-14.5	0.6	-1.6	-5.7
CC/C(O)=C1\C(=O)CC(c2ccccc2)CC1=NC(C)C (stereo unspecified)	-0.2	1.0	2.7	3.1	-4.1	-7.2	5.1	-2.8	-13.9

Screens from PubChem.
